GSK3A inh: human GSK-3 alpha kinase inhibition. ADP-Glo luminescence, 60 min. inhibition, % at 10 µM. 320,000 compounds, 0.1% hits;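 in the data active = inhibition above about 50%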;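 also: GST-tagged GSK-3 alpha with peptide substrate and 25 µM ATP; 0% = DMSO neutral wells and 100% = GW8510 positive control wells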
Target sequence (P49840 whole entry, looked up): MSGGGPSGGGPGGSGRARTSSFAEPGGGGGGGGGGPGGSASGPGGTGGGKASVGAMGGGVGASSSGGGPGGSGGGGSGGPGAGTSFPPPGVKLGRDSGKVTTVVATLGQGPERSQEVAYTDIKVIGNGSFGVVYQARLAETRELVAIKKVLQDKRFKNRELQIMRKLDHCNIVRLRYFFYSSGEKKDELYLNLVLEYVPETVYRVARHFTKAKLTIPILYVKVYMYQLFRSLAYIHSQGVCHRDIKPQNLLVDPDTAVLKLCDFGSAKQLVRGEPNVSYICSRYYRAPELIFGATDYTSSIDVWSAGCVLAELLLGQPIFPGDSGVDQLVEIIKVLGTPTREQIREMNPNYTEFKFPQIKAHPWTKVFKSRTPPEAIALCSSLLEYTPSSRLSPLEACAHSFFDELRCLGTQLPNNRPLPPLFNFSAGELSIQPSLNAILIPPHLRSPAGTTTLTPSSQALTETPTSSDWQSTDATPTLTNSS
* = called active by the depositor. An excerpt; the hit share may differ from the screen's.

compound	GSK3A inh
O=C(Cn1nc(C(=O)O)c2ccccc2c1=O)Nc1cccc(S(=O)(=O)N2CCCCC2)c1	3
Cc1ccc(NC(=O)CC2OC(=O)c3ccccc32)cc1S(=O)(=O)N1CCCCCC1 (stereo not drawn)	-1
NNC(=O)c1cc(NS(=O)(=O)c2cccs2)cc(NS(=O)(=O)c2cccs2)c1	0
Cc1sc2nc(CN3CCCC3)nc(N3CCN(S(=O)(=O)c4ccccc4)CC3)c2c1C	-2
Cc1ccc(S(=O)(=O)N(C)C[C@H]2Oc3ccc(NC(=O)Nc4c(C)noc4C)cc3CC(=O)N([C@@H](C)CO)C[C@@H]2C)cc1	0
C=CC[C@@H](CC(=O)N(CCO)Cc1ccccc1)C(=O)N[C@H](C)COC(=O)[C@@H](CC=C)Cc1ccc(F)cc1	-1
CC1CC(C)CN(C(=O)COC(=O)c2ccc3c(c2)C(=O)N(Cc2ccco2)C3=O)C1 (stereo not drawn)	-3
O=C1NC(Cc2ccc(O)cc2)c2nc3ccc(Br)cc3c(=O)n2-c2ccc(Cl)cc21 (stereo not drawn)	-3
O=S(=O)(c1ccc2c(c1)CCCN2)N1CCCCC1	-2
O=C1CN(C(=O)COC(=O)[C@@H]2CCCN2S(=O)(=O)c2ccc(Cl)cc2)c2ccccc2N1	-2
COc1ccc(CC(=O)Nc2ccc(F)c(F)c2F)cc1S(=O)(=O)N1CCOCC1	-3
CC(C)c1ccc(/C=C/C(=O)NCCCN2CCOCC2)cc1	-3
O=C(CN1C(=O)c2ccccc2S1(=O)=O)Nc1ccc([N+](=O)[O-])cc1	-1
CCOc1ccc(NS(=O)(=O)c2cc(NC(=O)C3CC3)ccc2C)cc1Br	-3
O=C(CSc1n[nH]c(=O)[nH]c1=O)Nc1ccc(SC(F)F)cc1	1

The list goes on, overlapping the part above by six compounds.
compound	GSK3A inh
O=C1CN(C(=O)COC(=O)[C@@H]2CCCN2S(=O)(=O)c2ccc(Cl)cc2)c2ccccc2N1	-2
COc1ccc(CC(=O)Nc2ccc(F)c(F)c2F)cc1S(=O)(=O)N1CCOCC1	-3
CC(C)c1ccc(/C=C/C(=O)NCCCN2CCOCC2)cc1	-3
O=C(CN1C(=O)c2ccccc2S1(=O)=O)Nc1ccc([N+](=O)[O-])cc1	-1
CCOc1ccc(NS(=O)(=O)c2cc(NC(=O)C3CC3)ccc2C)cc1Br	-3
O=C(CSc1n[nH]c(=O)[nH]c1=O)Nc1ccc(SC(F)F)cc1	1
Cc1cc(C(=O)Nc2cccc3c2O[C@H](CN(C)CC2CC2)[C@@H](C)CN([C@H](C)CO)C3=O)n(C)n1	-3
C[C@H](CO)N1C[C@H](C)[C@@H](CN(C)C(=O)Nc2ccccc2)Oc2ccc(NC(=O)NC3CCCCC3)cc2C1=O	3
COc1ccc(-c2sc3ccc(OC)cc3c2C#Cc2ccccn2)cc1	8
COc1ccc(C)cc1NC(=O)CCc1ccc(S(=O)(=O)N2CCOCC2)cc1	2
Cc1cc(OCC(=O)OCC(=O)N2CC(C)CC(C)C2)ccc1Cl (stereo not drawn)	-3
COc1ccc(NS(=O)(=O)c2cccc(C(=O)O)c2)cc1S(=O)(=O)N1CCCCC1	0
Cc1ccc(C(=O)COC(=O)CCNS(=O)(=O)c2ccccc2F)cc1	-2
CN(CC(=O)Nc1ccc(F)cc1)C(=O)Cn1cnc2ccc(Cl)cc2c1=O	5
CCCCNc1c(-c2cccc(Sc3ccc(OC)cc3)c2)nc2ccccn12	3
O=C(CSc1nnc2ccccn12)NNC(=O)c1ccccc1F	1
CCOC(=O)C1CCCN(C(=O)c2ccccc2NS(=O)(=O)c2ccc(F)cc2)C1 (stereo not drawn)	2
CC[C@@]1(C(=O)OC)N[C@H](CN(C)C(=O)NC(C)C)[C@@H]2C(=O)N(Cc3ccccc3)C(=O)[C@@H]21	-1
Cc1cc(C)n(CC(=O)NNC(=O)COc2ccc(F)cc2Br)n1	-3
Cc1c(C(C)C[C@H](C)O)oc(=O)c2c1Oc1c(C)c(C(C)C[C@H](C)O)oc(=O)c1C2 (stereo partly drawn)	-1
NS(=O)(=O)c1cccc(NC(=O)c2cccc(N3C(=O)c4ccccc4C3=O)c2)c1	0
CC(C)(C)NC(=O)CN1CCCN(C(=O)c2cccc(S(=O)(=O)N3CCc4ccccc43)c2)CC1	2
O=C1ON=C(c2ccc(Cl)c([N+](=O)[O-])c2)/C1=C/c1cccc([N+](=O)[O-])c1O	-3
COc1ccc(CNC(=O)CCn2c(C)csc2=O)cc1	-2
COc1ccccc1N(C)S(=O)(=O)c1ccc(C)c(C(=O)NC(C)c2ccccn2)c1 (stereo not drawn)	0
Cc1ccc(S(=O)(=O)N2CCN(C(=O)COC(=O)/C=C/c3ccccc3)CC2)c(C)c1	-9
Cn1cccc1C(=O)OCC(=O)N1CCc2ccccc21	-2
CC1CCCN(C(=O)c2ccc(Cl)c(S(=O)(=O)N3CCCCCC3)c2)C1 (stereo not drawn)	-1
CC(NC(=O)COc1ccc(S(=O)(=O)N2CCOCC2)cc1)c1ccccc1 (stereo not drawn)	-2
Cc1c(NC(=O)COc2ccccc2Cl)c(=O)n(-c2ccccc2)n1C	1
CCCNC(=O)C(Cc1ccccc1)NC(=O)c1ccc(-c2ccccc2)cc1 (stereo not drawn)	-2
Cc1cc(C)n2c(SCC(=O)Nc3cc(S(=O)(=O)N(C)C)ccc3C)nnc2n1	-2
CC(C)C[C@H]1CN=C(Nc2ccccc2)N1CC1CCC(C(C)(C)C)CC1 (stereo partly drawn)	12
O=C(COC(=O)CNC(=O)C1CCCCC1)Nc1ccccc1Cl	4
CCCNC(=O)C(CC)NC(=O)c1ccc(C#N)cc1 (stereo not drawn)	2
CC(C)n1cnc2c(NCc3ccccc3)cc(N[C@@H](CO)Cc3ccccc3)cc21	-4
Cc1ccc(C(=O)NN=CC(=O)c2ccccc2)c(C)c1	-4
Cc1csc(SCC(=O)Nc2cc(C(N)=O)cc(C(N)=O)c2)n1	2
CCc1sc(C(=O)Nc2cccc(-n3cnnn3)c2)cc1C	0
Cc1noc(C)c1CCC(=O)Nc1c(C(C)C)cccc1C(C)C	0
NC(=O)C1CCN(c2nc(-c3ccc4occc(=O)c4c3)cs2)CC1	-1
COc1ccc(C(=O)c2ccc3oc(-c4ccc(OC)cc4)c(-c4ccc(O)cc4)c3c2)cc1	0
Cc1ccc(C(=O)OCC(=O)NCC2COc3ccccc3O2)cc1 (stereo not drawn)	12
Cc1cc(C(=O)NCC(=O)Nc2ccc(F)c(F)c2)c(C)o1	0
O=C(NC(=S)N1CCN(c2ccccc2)CC1)c1ccco1	-2
COc1cc(S(=O)(=O)NCC(c2ccco2)N2CCCCC2)ccc1NC(C)=O (stereo not drawn)	-2
COc1ccc(-n2nnnc2SCC(=O)NC2CCS(=O)(=O)C2)cc1 (stereo not drawn)	-4
COc1ccc(C2=Nn3c(nnc3-c3ccccc3OC)SC2)cc1OC1CCOC1 (stereo not drawn)	2
CCCc1ccc(C(=O)COC(=O)CN2C(=O)NC3(CCCCC3C)C2=O)cc1 (stereo not drawn)	-2
Cc1cc(C(=O)CN2CCN(CC(=O)Nc3ccc(F)cc3)CC2)c(C)n1C1CC1	-2
COc1ccccc1NS(=O)(=O)c1ccc(C(=O)N2CC(C)OC(C)C2)cc1 (stereo not drawn)	1
O=C(COc1ccc(F)c(Cl)c1)Nc1ccc(N2CCOCC2)cc1	3
O=C(CN1CCN(CN2C(=O)NC3(CCCCCC3)C2=O)CC1)Nc1ccc(F)cc1	11
Cc1ccc(S(=O)(=O)N2CCN(C(=O)COc3ccc(Br)cc3)CC2)cc1	0
CC1CN(C(=O)c2ccccc2NS(=O)(=O)c2ccc(Cl)cc2)CC(C)O1 (stereo not drawn)	1
O=C(c1ccc(Br)o1)N1CC=C(c2ccccc2)CC1	-2
COc1ccc([C@]2(C(C)C)ON(c3ccccc3C(F)(F)F)C2=O)cc1	1
CC(C)(C)[C@@H]1COC(=O)[C@@H](NC(=O)OCC2c3ccccc3-c3ccccc32)C/C=C\C[C@@H](CC(=O)NCCO)C(=O)N1	-2
COc1cccc(NC(=O)CN(C)C(=O)c2cc(C)oc2C)c1	0
O=C(COC(=O)c1ccc[nH]c1=O)NC1CC1	-2
CCOc1ccccc1N1CCN(CC(=O)Nc2ccnn2C2CCCC2)CC1	-2
COc1ccc(C(C)=O)cc1COC(=O)CNC(=O)C1CCCCC1	0
Cc1cccc(NS(=O)(=O)c2cccc(C(=O)NCc3ccccc3CN3CCOCC3)c2)c1	-2
CCCc1cc(=O)[nH]c(SCC(=O)Nc2cc(S(=O)(=O)N3CCOCC3)ccc2Cl)n1	-3
CCOC(=O)[C@H]1[C@H]2COc3ccc(C)cc3[C@@H]2N2C(=O)c3ccc(C)cc3NC(=O)[C@@]12C	-1
C[C@H]1CN([C@@H](C)CO)C(=O)c2cccc(NC(=O)C3CC3)c2O[C@H]1CN(C)C(=O)Nc1ccc2c(c1)OCO2	-2

Remaining list, next part.
compound	GSK3A inh
CN(C)S(=O)(=O)c1cccc(NC(=O)c2ccc(NS(=O)(=O)c3cccs3)cc2)c1	-2
COc1ccc(-c2c(-c3ccc(S(C)(=O)=O)cc3)sc3ccc(OC)cc23)cc1	-4
Cc1cc(OCC(=O)OCC(=O)NCc2ccc3c(c2)OCO3)ccc1Cl	1
Cc1ccc(C(=O)OCC(=O)NC(C)c2ccccc2)s1 (stereo not drawn)	-3
CSc1ncnc2c1ccn2CC(=O)Nc1ccc(C)c(C)c1	-4
CC(Sc1nnc(C2CC2)n1Cc1ccccc1)C(=O)N1CCNC1=O (stereo not drawn)	0
C[C@H](CO)N1C[C@H](C)[C@@H](CN(C)S(=O)(=O)c2cccs2)Oc2ccc(NC(=O)Nc3ccc(C(F)(F)F)cc3)cc2C1=O	-3
O=C(O)c1cc(=O)c2ccccc2[nH]1	-2
NC(=O)c1cc(Cl)ccc1OCC(=O)NC1CC1	14
CC1CCC(NC(=O)CCN2C(=O)C3CC=CCC3C2=O)CC1 (stereo not drawn)	2
CN(C(=O)c1cccc(NC(=O)Cc2ccc([N+](=O)[O-])cc2)c1)C1CCC1	-1
O=C(N[C@@H]1CCC(=O)N(CC[C@H](Sc2ccc(Br)cc2)c2ccccc2)CC1)OCc1ccccc1	1
Cc1onc(-c2ccccc2)c1C(=O)NCCSCc1ccco1	0
Cc1ccc2c(c1)[C@H]1[C@H](CO2)[C@H](c2ccccc2)[C@]2(C)C(=O)N(Cc3ccccc3)CC(=O)N12	-2
N#Cc1ccsc1NC(=O)CCN1C(=O)C2CCCCC2C1=O (stereo not drawn)	-1
CC(C)(C)CC(C)(C)c1ccc(OCCOCC[N+](C)(C)Cc2ccccc2)cc1	18
COc1ccccc1OCCNC(=O)c1cccc(S(=O)(=O)N2CCN(Cc3ccccc3)CC2)c1	1
CN(c1ccccc1)S(=O)(=O)c1ccc2c(c1)OCCO2	-4
C[C@H](CO)N1C[C@H](C)[C@H](CN(C)C(=O)Nc2ccc(C(F)(F)F)cc2)Oc2c(NC(=O)c3ccncc3)cccc2C1=O	-3
Cc1c(NC(=O)COC(=O)Cc2ccc(Br)cc2)c(=O)n(-c2ccccc2)n1C	-10
C[C@H]1COC(=O)[C@H](CC(=O)OC(C)(C)C)C/C=C\C[C@@H](CC(=O)N(CCO)Cc2ccccc2)C(=O)N1	-1
CCOC(=O)c1cccc(C2=CC(=O)C[C@H](c3ccc(OC)cc3)C2)c1	-1
COc1ccc(C(=O)C(C)OC(=O)c2cccc(S(=O)(=O)Nc3c(C)n(C)n(-c4ccccc4)c3=O)c2)cc1 (stereo not drawn)	-3
CCOC(=O)c1c(NC(=O)COC(=O)/C=C/c2ccccc2)sc(C(=O)NC)c1C	-2
COc1ccc(C(=O)NCCc2ccc(Cl)cc2)cc1S(=O)(=O)N1CCCCC1C (stereo not drawn)	-6
Cc1ccc(C)c(S(=O)(=O)N2CCN(C(=O)[C@H](C)N3C(=O)C4CC=CCC4C3=O)CC2)c1 (stereo partly drawn)	-5
CSc1ncccc1C(=O)N1CCN(S(=O)(=O)c2ccc3c(c2)OCCO3)CC1	-1
CN(CC(=O)Nc1ccc(F)cc1)C(=O)CSc1nnc(Cc2ccccc2)o1	-4
O=C(CN1C(=O)NC(Cc2ccccc2)C1=O)Nc1ccccc1F (stereo not drawn)	1
O=C(COc1ccc(F)cc1)NCC1(N2CCOCC2)CCCCC1	-1
NC(=O)c1ccsc1NC(=O)COC(=O)COc1ccc(C=O)cc1	11
Cc1cccc(Nc2ccc(S(=O)(=O)N3CCOCC3)cc2[N+](=O)[O-])c1	-3
Cc1cc(C(=O)NNC(=O)c2ccc(F)cc2)c(C)s1	-4
COc1cc(OC)cc(-c2c(C#Cc3ccsc3)c3cc(-c4cc(F)cc(F)c4)ccc3n2C)c1	2
Cn1nc(C(=O)NNC(=O)c2cccc(Cl)c2)ccc1=O	-1
CCOC(=O)[C@H]1[C@H]2COc3ccc(Cl)cc3[C@@H]2N2C(=O)c3cc(F)c(F)cc3NC(=O)[C@@]12C	-3
C[C@H](CO)N1C[C@H](C)[C@@H](CN(C)CC2CCCCC2)Oc2c(NC(=O)CCC(F)(F)F)cccc2C1=O	1
C[C@H](NC(=O)c1ccccc1)C(=O)N1CCN(Cc2ccc3c(c2)OCO3)CC1	-2
COc1cc(OC)cc(C(=O)NC(C(=O)Nc2ccc3c(c2)CCC3)C(C)C)c1 (stereo not drawn)	-2
COc1ccc(NC(=O)N(C)C[C@H]2Oc3ccc(NC(=O)CCN4CCOCC4)cc3C(=O)N([C@@H](C)CO)C[C@H]2C)cc1	-1

Source: PubChem (Broad Institute)
